High-throughput results (PubChem)
beta cell repl: inducers of MIN6 beta-cell proliferation, primary screen, ATP luminescence, uHTS; MIN6 cells proliferation, ATPlite luminescence, 48 h; cells starved in 0.2% serum; 100% = growth in 10% serum; proliferation, % at 10 µM; 0.29% of 330,000 active; AID 2380, 2010;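 active = compounds whose signal lies at least 3.5 SD above the mean of all wells on their plate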;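 note: 0% = DMSO-treated cells in low-serum medium and 100% = 10% serum control; some compounds called inactive have numbers as strong as hits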
SENP1 FRET inh: human SENP1 catalytic domain inhibitors, primary screen, biochemical, FRET, uHTS; 0.21% of 360,000 active; recombinant SENP1 catalytic domain, CyPet-SUMO1-YPet FRET cleavage; inhibition, % at 10 µM; Sentrin-specific protease 1 (Homo sapiens), Q9P0U3;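 active = inhibition at least 30% at 10 µM, raw YFP signal under a set limit, fluorescence ratio 0.5 to 1.5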;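 note: 0% = enzyme with DMSO and 100% = no enzyme wells; some results filed as inactive read as strong as hits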
Target sequence (Q9P0U3 419-644 limits assumed): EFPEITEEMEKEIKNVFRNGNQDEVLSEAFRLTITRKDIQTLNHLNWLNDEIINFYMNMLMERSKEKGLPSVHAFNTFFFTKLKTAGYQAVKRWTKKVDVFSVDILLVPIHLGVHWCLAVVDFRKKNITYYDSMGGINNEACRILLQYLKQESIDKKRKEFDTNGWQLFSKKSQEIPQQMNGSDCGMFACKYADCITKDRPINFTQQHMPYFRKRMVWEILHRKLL
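Test system: recombinant human SENP1 catalytic domain, His6-tagged / Medium: pH 8 Tris buffer with EDTA, NaCl, BME, BSA, NP40, catalase / Also added: SUMO1 FRET substrate flanked by Cypet and Ypet, 25 nM / Times: 50 min reaction at room temperature / Signal: FRET, CFP and YFP emission / Control set: no-enzyme low control and enzyme-plus-DMSO high control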
mIAP activ: activators of mouse IAP, primary screen, biochemical, luminescence, uHTS; AID 2805, 2010; intestinal alkaline phosphatase [Mus musculus]; activation factor at 10 µM; 0.24% of 330,000 active; muIAP, CDP-Star luminescence, 30 min; active compounds read high; 1 = vehicle-only enzyme signal, 0 = enzyme-free wells;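 active = activation factor of at least 2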; note: the source names both 10 and 20 µM as test concentration; values of inactives mirror those of a sister screen read the other way
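System: mouse IAP enzyme. Reagent: CDP-Star chemiluminescent phosphatase substrate. Benchmarks: DMSO wells, no-enzyme wells. Times: 30 min enzyme-substrate-compound incubation at room temperature. Detection: luminescence from enzymatic CDP-Star hydrolysis. Doses: test compounds delivered from DMSO solution.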
A3G deaminase: APOBEC3G DNA deaminase inhibitors, primary screen, biochemical, fluorescence, single-stranded DNA substrate, uHTS; DNA dC->dU-editing enzyme APOBEC-3G (Homo sapiens), Q9HC16; recombinant A3G, ssDNA deamination FAM/TAMRA fluorescence; inhibition, % at 20 µM; 0.28% of 330,000 active;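 active = inhibition of at least 40% at 20 µM, with no more than 30% in the related APOBEC3A deaminase screen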;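 note: plate controls were DMSO wells with A3G for no effect and wells lacking A3G enzyme for full effect; some compounds called inactive have numbers as strong as hits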
NALP3 yeast inh: NALP3 inflammasome inhibitors in reconstituted yeast, primary screen, luminescence, uHTS; AID 2825, 2010; inhibition, % at 10 µM; 0.39% of 330,000 active; Yeast reconstituted NLRP3/ASC/caspase-1, beta-gal luminescence, 24 h;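 active = inhibition of 50% or more; inactive = inhibition below 50%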;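 note: plate controls were induced DMSO wells for no effect and uninduced yeast grown without galactose for full effect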
hIAP block: human IAP inhibitors, primary screen, biochemical, luminescence, uHTS | Intestinal-type alkaline phosphatase (Homo sapiens), P09923 | purified IAP, CDP-Star luminescence, 30 min | inhibition, % at 10 µM | 0.12% of 330,000 active;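 active = inhibition reaching a set limit with compound at 10 µM in the primary screen, cut at about 35% in these data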;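 note: plate controls were DMSO wells with enzyme for no effect and no-enzyme buffer wells for full effect; values of inactives mirror those of a sister screen read the other way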
Target sequence (P09923 whole entry, looked up): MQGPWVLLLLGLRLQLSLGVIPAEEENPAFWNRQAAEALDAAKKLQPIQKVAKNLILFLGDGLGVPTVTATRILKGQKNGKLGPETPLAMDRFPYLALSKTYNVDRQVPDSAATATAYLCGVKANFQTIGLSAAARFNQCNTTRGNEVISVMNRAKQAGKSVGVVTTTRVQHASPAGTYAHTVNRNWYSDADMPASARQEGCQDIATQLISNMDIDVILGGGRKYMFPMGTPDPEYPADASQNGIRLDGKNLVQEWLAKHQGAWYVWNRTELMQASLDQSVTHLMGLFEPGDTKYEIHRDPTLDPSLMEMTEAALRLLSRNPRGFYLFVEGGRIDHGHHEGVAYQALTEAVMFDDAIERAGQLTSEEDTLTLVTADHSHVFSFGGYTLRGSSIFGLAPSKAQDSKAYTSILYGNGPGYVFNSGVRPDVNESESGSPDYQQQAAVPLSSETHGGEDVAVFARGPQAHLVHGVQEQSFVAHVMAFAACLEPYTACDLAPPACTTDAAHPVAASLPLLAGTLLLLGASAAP
hIAP act: human IAP activators, primary screen, biochemical, luminescence, uHTS; activation factor at 10 µM; 0.16% of 330,000 active; purified human IAP, CDP-Star luminescence, 30 min; active compounds read high; 1 = vehicle-only enzyme, 0 = enzyme-free background;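 active = activation factor of the enzyme at least 2-fold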; note: the source names both 10 and 20 µM as test concentration; values of inactives mirror those of a sister screen read the other way
mIAP block: inhibitors of mouse IAP, primary screen, biochemical, luminescence, uHTS; purified mouse IAP, CDP-Star luminescence, 30 min; 0.2% of 330,000 active; inhibition, % at 10 µM;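 active = inhibition of at least 40% at 10 µM in the primary screen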;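 note: plate controls were DMSO with enzyme for no effect and no enzyme wells for full effect; values of inactives mirror those of a sister screen read the other way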
APOBEC3A inh: APOBEC3A ssDNA deaminase inhibitors, primary screen, selectivity assay for APOBEC3G inhibitor project, biochemical, FAM/TAMRA oligo cleavage fluorescence | recombinant A3A, FAM/TAMRA ssDNA deamination fluorescence | inhibition, % at 20 µM | 0.41% of 330,000 active | AID 493011, 2011;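 active = at least 40% inhibition at 20 µM here, with at most 30% in a related deaminase screen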;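 note: plate controls were A3A with DMSO for no effect and wells lacking A3A enzyme for full effect; some results filed as inactive read as strong as hits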
Target sequence (P31941 whole entry, looked up): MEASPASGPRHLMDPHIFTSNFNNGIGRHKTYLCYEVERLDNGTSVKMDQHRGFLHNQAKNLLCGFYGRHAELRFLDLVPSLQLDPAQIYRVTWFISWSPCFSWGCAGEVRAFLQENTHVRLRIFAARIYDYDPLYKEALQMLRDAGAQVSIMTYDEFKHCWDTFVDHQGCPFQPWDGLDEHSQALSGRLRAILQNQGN
* hit, by the source's call; nt = not tested or not shown.

mol	SENP1 FRET inh	hIAP block	A3G deaminase	mIAP block	beta cell repl	NALP3 yeast inh	mIAP activ	APOBEC3A inh	hIAP act
Cn1c(=O)c2c(nc(SCCN3CCCCC3)n2Cc2ccc(Cl)cc2)n(C)c1=O	-1	9	-1	3	0	14	0.97	1	0.91
COc1ccc(-c2cc(C(=O)N/N=C(\C)c3cccnc3)c3ccccc3n2)cc1	-2	-13	-3	9	-4	7	0.91	-1	1.1
COCc1cc(C)nc(SCC(=O)Nc2ccc(N3CCOCC3)cc2)c1C#N	-4	-4	-5	0	-2	12	1	-6	1
CCC(C)c1ccc(OCc2ccc(C(=O)O)o2)cc1 (stereo not given)	2	3	-9	4	-2	19	0.96	-3	0.97
Cc1coc2cc3oc(=O)c(CCC(=O)N4C[C@H]5C[C@@H](C4)c4cccc(=O)n4C5)c(C)c3cc12	0	9	-7	4	-2	0	0.96	-5	0.91
COc1ccc(OC)c(C=NNC(=O)c2ccc(NS(=O)(=O)c3cccs3)cc2)c1	-4	-7	1	1	-4	13	0.99	4	1.1
CC(NC(=O)c1cccc(S(=O)(=O)N2CCCCCC2)c1)c1ccccc1 (stereo not given)	1	-1	-8	4	1	0	0.96	-4	1
Cc1nc2sc(C(c3ccc(Cl)cc3)N3CCN(C(=O)c4ccco4)CC3)c(O)n2n1 (stereo not given)	3	-10	-6	4	0	10	0.96	-2	1.1
COc1ccc(S(=O)(=O)Nc2cccc3c2O[C@H](CN(C)C(=O)Nc2ccccc2)[C@@H](C)CN([C@H](C)CO)C3=O)cc1	1	2	-4	0	-4	5	0.99	-3	0.98
CC(C)(C)c1ccc(C(=O)OC/C(O)=C(\C#N)c2nc3ccccc3s2)cc1	-9	5	-8	11	0	1	0.89	1	0.95
O=C(O)c1cc2ccccc2c(=O)s1	2	9	-4	0	-4	17	1	-2	0.91
CC(C)=CCc1c(O)cc2c(=O)c3ccc(O)cc3oc2c1O	2	15	-8	14	-5	45	0.86	-5	0.85
Cc1onc(-c2c(Cl)cccc2Cl)c1C(=O)c1ccccc1	2	7	-5	7	0	36	0.93	-1	0.93
CN1CCN(C(=O)c2cccc(NS(=O)(=O)c3ccc(Br)cc3)c2)CC1	1	3	-9	5	-1	3	0.95	-2	0.97
CCOc1ccccc1NC(=O)CNC(=O)Cc1ccccc1	2	-6	2	12	-2	3	0.88	3	1.1

3 entries already listed, sorted by the number in NALP3 yeast inh, smallest number first:
smiles	SENP1 FRET inh	hIAP block	A3G deaminase	mIAP block	NALP3 yeast inh	mIAP activ	APOBEC3A inh	hIAP act
COc1ccc(-c2cc(C(=O)N/N=C(\C)c3cccnc3)c3ccccc3n2)cc1	-2	-13	-3	9	7	0.91	-1	1.1
COc1ccc(OC)c(C=NNC(=O)c2ccc(NS(=O)(=O)c3cccs3)cc2)c1	-4	-7	1	1	13	0.99	4	1.1
Cc1onc(-c2c(Cl)cccc2Cl)c1C(=O)c1ccccc1	2	7	-5	7	36	0.93	-1	0.93

Later entries:
mol	SENP1 FRET inh	hIAP block	A3G deaminase	mIAP block	beta cell repl	NALP3 yeast inh	mIAP activ	APOBEC3A inh	hIAP act
CCOc1cc(CNn2cnnc2)ccc1OCC(=O)NC1CCCCC1	2	14	-6	7	-2	2	0.93	-1	0.86
CCC(C)N=C1Sc2nc3ccc(C)cc3cc2CN1CCOC (stereo not given)	-1	5	1	1	4	11	0.99	-5	0.95
Nc1ccc(/C=C/c2ccc3ncccc3c2)cc1	-22	1	-3	-8	-6	38	1.1	-2	0.99
CCCc1nn(C)c(C(=O)Nc2cccc(Cl)c2)c1Cl	1	7	-4	8	4	16	0.92	0	0.93
COCc1nnc(NC(=O)c2ccc(S(=O)(=O)N3CCOCC3)cc2)o1	3	-31	-7	0	-3	5	1	-2	1.3
COc1ccc(N(CC(=O)NCC2CCCO2)S(=O)(=O)c2ccccc2)cc1OC (stereo not given)	4	0	-4	-1	0	11	1	2	1
Oc1ccccc1-n1c(-c2ccccc2)ccc1-c1ccccc1	2	-6	-4	8	-5	12	0.92	-1	1.1
O=C(CCc1ccc(O)c(O)c1)NNC(=S)Nc1ccc(Br)cc1Cl	-2	-88	1	32	-4	10	0.68	0	1.9
CC(OC(=O)c1oc2ccccc2c1CSC1CCCCC1)C(=O)NC(N)=O (stereo not given)	4	-68	-3	-6	0	23	1.1	0	1.7
Cc1ccc(-c2nc3ncccn3c2NC(=O)C2CC2)cc1	-2	7	-5	1	1	-7	0.99	-1	0.93
C#CCNC(=O)C1=C[C@H](c2cn(C(C)=O)c3ccccc23)C[C@H](OCc2ccc(CO)cc2)O1	-3	-5	-7	2	-5	19	0.98	-4	1.1
CCC(C)C(NC(=O)c1ccccc1NC(=O)c1ccco1)C(=O)O (stereo not given)	0	-41	0	-10	-2	1	1.1	-2	1.4
CCC(C)(C)n1nnnc1CN(Cc1cccs1)Cc1cc2cc(OC)ccc2[nH]c1=O	-26	15	13	8	1	11	0.92	1	0.85
O=C(COc1ccc(Cl)cc1Br)Nc1nnc(C2CC2)s1	-5	-4	-5	7	2	6	0.93	5	1
Cc1cccnc1NC(=O)C1c2ccccc2Oc2ccccc21	1	-6	-1	3	1	0	0.97	1	1.1

Reformatted with values under each structure: 2 of the compounds above
Each structure is followed by: SENP1 FRET inh | hIAP block | A3G deaminase | mIAP block | beta cell repl | NALP3 yeast inh | mIAP activ | APOBEC3A inh | hIAP act
> O=C(COc1ccc(Cl)cc1Br)Nc1nnc(C2CC2)s1
  -5 | -4 | -5 | 7 | 2 | 6 | 0.93 | 5 | 1
> Cc1cccnc1NC(=O)C1c2ccccc2Oc2ccccc21
  1 | -6 | -1 | 3 | 1 | 0 | 0.97 | 1 | 1.1

(next part)
mol	SENP1 FRET inh	hIAP block	A3G deaminase	mIAP block	beta cell repl	NALP3 yeast inh	mIAP activ	APOBEC3A inh	hIAP act
COC(=O)c1cc(C)nc(Sc2ccccc2N)n1	nt	-6	7	2	-6	16	0.98	-3	1.1
Nc1c(C(=O)c2ccccc2)sc2nsc(SCCN3CCCC3)c12	-39	-8	14	4	-4	-5	0.96	-7	1.1
CCCCn1c(N)c(N(CCOC)C(=O)C2CC(=O)N(Cc3ccco3)C2)c(=O)[nH]c1=O (stereo not given)	1	-7	-6	5	-1	-3	0.95	0	1.1
CC(NCC(O)COC1CCC(C(C)(C)C)CC1)c1ccccc1 (stereo not given)	-1	19	5	-7	-6	32	1.1	6	0.81
CCN(CC)CCN1C(=O)C(=O)/C(=C(/O)c2cnn(-c3ccccc3)c2C)C1c1cccnc1 (stereo not given)	-1	9	2	-9	-2	-1	1.1	4	0.91
Cc1ccc(SCCC(=O)NCc2ccccn2)cc1	2	-2	-7	2	-3	-3	0.98	-3	1
COc1ccc(N2CCN(C(c3cccs3)C(C)NC(=O)c3ccco3)CC2)cc1 (stereo not given)	0	-4	-4	3	1	12	0.97	-2	1
Cc1ccc(N=Cc2c(O)c3ccccc3oc2=O)c(C)c1	-30	14	-7	46*	-2	9	0.54	2	0.86
CC(C)Nc1nc(-c2ccncc2)nc(-c2ccccc2)c1C#N	0	16	-5	9	2	11	0.91	1	0.84
CCNCc1nc2cc(Cl)ccc2c(=O)[nH]1	-1	5	-4	11	-2	0	0.89	-4	0.95
CCOC(=O)C1=C(CC)Nc2ccccc2N=C1NC(=O)c1ccc(OC)c(S(=O)(=O)N2CCCCC2C)c1 (stereo not given)	0	-5	-11	3	0	0	0.97	3	1.1
O=C(O)CCC(=O)Nc1ccc(C(=O)OCC(=O)c2ccc(Cl)cc2Cl)cc1	1	7	-6	3	1	7	0.97	-4	0.93
O=C(NCc1ccccc1Cl)c1cnc2n(c1=O)CCS2	2	-4	-9	2	-1	3	0.98	-6	1
O=C(NCCN1CCOCC1)c1cc(-c2ccc(Cl)cc2)on1	2	20	-2	2	-2	26	0.97	5	0.8
Cc1ccc(NC(=O)CCN2C(=O)NC(C)(C)C2=O)cc1F	0	14	-13	4	2	27	0.95	-1	0.86
CC(C)(C)NC(=O)C(c1cccs1)N(Cc1ccc(F)cc1)C(=O)c1csnn1 (stereo not given)	1	-9	-6	8	-2	21	0.92	-2	1.1
O=C(CSc1ccc2nnc(CCNC(=O)c3ccc(F)cc3)n2n1)NCc1ccco1	0	-18	-7	6	0	9	0.94	3	1.2
COc1ccc(N2CCN(C(=O)COCC(=O)O)CC2)cc1	0	0	-4	1	1	9	0.99	2	1

Individual results from above:
COc1ccc(N2CCN(C(c3cccs3)C(C)NC(=O)c3ccco3)CC2)cc1 (stereo not given) in mIAP activ is entered as 0.97
COc1ccc(N2CCN(C(=O)COCC(=O)O)CC2)cc1 in APOBEC3A inh is entered as 2
CC(C)Nc1nc(-c2ccncc2)nc(-c2ccccc2)c1C#N in hIAP block is entered as 16
Cc1ccc(N=Cc2c(O)c3ccccc3oc2=O)c(C)c1 in mIAP block is entered as 46*

An excerpt. The share of hits here may be higher or lower than overall.
